High-throughput results (PubChem BioAssay)
RGS12 GoLoco inh – qHTS Assay for Inhibitors of RGS12 GoLoco Motif Activity (Red Fluorophore); Potency, µM (series often up to 61.6 µM), without a hit: top-dose activity, negative = inhibition, most hits filed as inhibitors; 230,000 compounds, 0.44% hits; Gai1:RGS12 GoLoco peptide FP, rhodamine, 10 min; AID 880, 2007; Guanine nucleotide-binding protein G(i) subunit alpha-1 (Homo sapiens), P63096; active means well fitted inhibition curve with a large enough effect, not every such curve was filed as active; inactive means no such curve, though single readings can be large or run the other way; further: nearly all actives have a fitted effect of over 30% in size; many of its hits are not listed in these tables
Target sequence (P63096 whole entry, looked up): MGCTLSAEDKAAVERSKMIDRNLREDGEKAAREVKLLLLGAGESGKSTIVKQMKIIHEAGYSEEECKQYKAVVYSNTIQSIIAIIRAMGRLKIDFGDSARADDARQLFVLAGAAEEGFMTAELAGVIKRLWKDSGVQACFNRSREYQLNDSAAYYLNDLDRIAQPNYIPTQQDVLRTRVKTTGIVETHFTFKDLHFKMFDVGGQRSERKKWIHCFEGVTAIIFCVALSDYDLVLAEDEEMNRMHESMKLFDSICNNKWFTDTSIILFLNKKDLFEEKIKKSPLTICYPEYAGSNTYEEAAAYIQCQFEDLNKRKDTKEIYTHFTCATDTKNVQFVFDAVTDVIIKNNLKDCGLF
RECQ1 inh – qHTS Assay for Inhibitors of RecQ-Like Dna Helicase 1 (RECQ1); ATP-dependent DNA helicase Q1 (Homo sapiens), P46063; RECQ1 DNA unwinding, red fluorescence kinetic read; Potency, µM (series often up to 57.3 µM), inactives show at the highest dose activity, negative = inhibition, usual class: inhibitors; 240,000 compounds, 0.54% hits;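 further: plate controls were vehicle for no effect and no enzyme for full effect; nearly all actives have a fitted effect of over 30% in size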
Target sequence (P46063 whole entry, looked up): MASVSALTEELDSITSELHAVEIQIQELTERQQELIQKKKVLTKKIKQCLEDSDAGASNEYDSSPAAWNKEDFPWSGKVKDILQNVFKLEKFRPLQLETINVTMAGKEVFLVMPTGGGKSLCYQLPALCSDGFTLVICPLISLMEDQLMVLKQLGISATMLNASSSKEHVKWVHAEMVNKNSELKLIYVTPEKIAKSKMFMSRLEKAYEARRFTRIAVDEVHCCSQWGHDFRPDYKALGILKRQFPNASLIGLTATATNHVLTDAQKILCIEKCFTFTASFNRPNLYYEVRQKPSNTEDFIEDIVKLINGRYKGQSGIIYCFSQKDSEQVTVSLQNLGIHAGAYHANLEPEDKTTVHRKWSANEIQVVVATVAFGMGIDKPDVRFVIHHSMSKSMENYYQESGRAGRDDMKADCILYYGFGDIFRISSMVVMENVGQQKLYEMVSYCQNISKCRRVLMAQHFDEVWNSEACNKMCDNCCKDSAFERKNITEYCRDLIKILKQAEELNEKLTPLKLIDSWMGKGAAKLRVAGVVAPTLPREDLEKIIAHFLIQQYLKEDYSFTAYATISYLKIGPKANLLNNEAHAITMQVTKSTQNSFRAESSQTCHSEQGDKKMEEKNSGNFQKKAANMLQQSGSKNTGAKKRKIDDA
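50 nM RECQ1T1 preincubated 15 min with compound in Tris pH 8.0 buffer with MgCl2, DTT, Tween-20 and 2.5 ug/ml poly(dI-dC); started with 200 nM TAMRA/BHQ-2 forked duplex and 2 mM ATP. Unwinding read as fluorescence (525/598 nm), two reads 2 h apart.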
GAA inhib – qHTS Assay for Inhibitors of Human alpha-Glucosidase as a Potential Chaperone Treatment of Pompe Disease; Potency, µM (series often up to 76.9 µM), for the others: top-dose activity change, negative = inhibition, hits mostly inhibitors; 200,000 compounds, 0.005% hits; Lysosomal alpha-glucosidase (Homo sapiens), P10253; purified human GAA, 4-MU-alpha-glucoside fluorescence; AID 1466, 2008;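 further: plate controls were uninhibited enzyme wells for no effect and no-enzyme background for full effect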
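Read-out is 4-methylumbelliferone fluorescence (Ex 365/Em 440 nm) after NaOH/glycine stop at pH 10. Enzyme 4 nM, substrate 400 uM, pH 5.0 citrate buffer, 20 min room temperature; AC50 from Hill-equation concentration-response.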
aGlu spleen mod – qHTS Assay for Inhibitors and Activators of Human alpha-Glucosidase From Spleen Homogenate; Lysosomal alpha-glucosidase (Homo sapiens), P10253; human spleen homogenate, 4-MU-alpha-glucoside fluorescence; Potency, µM (highest dose often 79.9 µM), for inactives: at the highest dose activity change, negative = inhibition, actives largely listed as inhibitors; 240,000 compounds, 0.006% hits; AID 2112, 2009;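 further: 0% = enzyme with vehicle and -100% = no enzyme basal signal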
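Human spleen homogenate (1 ug) with 4-methylumbelliferyl-alpha-D-glucopyranoside (1 mM final) in 50 mM citrate/phosphate pH 5.0, 0.01% Tween-20; 40 min at 37 C. Stopped at pH 10; 4-MU fluorescence Ex 365/Em 440 nm; AC50 by Hill fit.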
TR SRC2 fluor cs – Total Fluorescence Counterscreen for Inhibitors of the Interaction of Thyroid Hormone Receptor and Steroid Receptor Coregulator 2; TRb/SRC2 Texas Red total fluorescence interference; Potency, µM (series often up to 106 µM), inactives show at the top dose fluorescence change, negative = quenching; 280,000 compounds, 0.29% hits; active means well fitted curve in either direction with a large enough effect; inconclusive means small, poorly fitted or top-dose-only effect
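Human TRβ ligand-binding domain (0.6 uM) and Texas Red SRC2 peptide (20 nM) in Tris buffer with 1 uM T3 and 5% DMSO were incubated with pinned compound for 5 hr at ambient temperature. Total fluorescence was computed as S + 2P (555/632 nm).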
GAA glycogen – qHTS Assay for Inhibitors and Activators of Human alpha-Glucosidase Cleavage of Glycogen; 300,000 compounds, 0.38% hits; AID 2100, 2009; Potency, µM (highest dose often 76.4 µM), for inactives: at the top dose activity change, negative = inhibition, most hits filed as inhibitors; recombinant GAA, glycogen substrate, Amplex Red glucose oxidase fluorescence; Lysosomal alpha-glucosidase (Homo sapiens), P10253;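 further: 0% = full enzyme reaction and -100% = no-enzyme basal signal; the screen sought inhibitors and activators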
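Recombinant human enzyme (4 nM); glycogen substrate; 37 C, 40 min, pH 5.0. Readout: coupled glucose oxidase/Amplex Red fluorescence.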
TRb-SRC2 inh – qHTS for Inhibitors of the Interaction of Thyroid Hormone Receptor and Steroid Receptor Coregulator 2; Thyroid hormone receptor beta (Homo sapiens), P10828; TRbeta-SRC2 peptide binding, fluorescence polarization; receptor liganded with 1 µM T3; Potency, µM (doses to about 106 µM), without a hit: top-dose activity change, negative = inhibition, hits mostly inhibitors; 280,000 compounds, 0.065% hits; AID 1469, 2008;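 further: plate controls were bound peptide for no effect and peptide without receptor for full effect; nearly all actives have a fitted effect of over 50% in size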
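Fluorescence polarization of 20 nM Texas Red SRC2 peptide with 0.6 uM human TRb ligand-binding domain, in Tris buffer with 1uM T3 and 5% DMSO. Incubated 5 hr ambient; normalized to unbound and bound controls.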
L3MBTL1 block – qHTS Assay for the Inhibitors of L3MBTL1 | Lethal(3)malignant brain tumor-like protein 1 (Homo sapiens), Q9Y468 | AlphaScreen L3MBTL1–H3K9me1 peptide binding | Potency, µM (doses to about 57.1 µM), without a hit: at the top dose activity, negative = inhibition, most hits filed as inhibitors | 230,000 compounds, 0.66% hits | AID 485360, 2010; further: nearly all actives have a fitted effect of over 60% in size
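AlphaScreen assay: L3MBTL1 (50 nM final) was preincubated 30 min at room temperature with biotinylated H3(1-15)K9me1 peptide (75 nM final), then 30 min with library compounds; streptavidin donor and nickel chelate acceptor beads (10 ug/mL final) added, 30 min dark.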
Starred values were filed as active, the others as inactive; i = inactive; ? = inconclusive; / = not tested or not shown; & = joins results of further samples; [ ] = remark or other dose. Unless noted, the call rests on the fitted dose curve; in most records, active means well fitted curve in the direction sought with a large enough effect; inconclusive means small, poorly fitted or top-dose-only effect, or another doubt; inactive means no such curve, though single readings can be large; an effect the other way counts as inactive or inconclusive. Unless noted, on the % scale 0 is the no-effect control and ±100 the full control effect; potency means the concentration at half of the fitted maximal effect. This is a subset; rates above refer to the full screens.

Structure | RGS12 GoLoco inh | RECQ1 inh | GAA inhib | aGlu spleen mod | TR SRC2 fluor cs | GAA glycogen | TRb-SRC2 inh | L3MBTL1 block
Cc1cc(C)c(C#N)c(SCC(=O)C(C)(C)C)n1 | -3% | -1% | -3% | 1% | -2% | 6% | -18% | 39%[activator]
Cc1nnsc1C(=O)NNc1ccc(C(C)(C)C)cc1 | 13% | 3% | -9%[15.4 µM] | 5% | 0% | ? | -6% | 0%
CCCOC(=O)C1[C@H]2C(=O)N(Cc3ccco3)C[C@]23C=C[C@H]1O3 (stereo partly drawn) | 3% | -8% | -6% | 8% | -2% | 6% | -3% | -2%
Cc1c(C)n(C(=O)CN2CCC(C)CC2)c2ccccc12 | 9% | -10% | -20% | -1% | 0% | 0% | 5% | -4%
COc1cccc(NC2=CC(=O)CC(C)(C)C2)c1 | -7% | i | 3% | -5% | 1% | -2% | -9% | /
CCOc1ncccc1C(=O)OCC(=O)c1cc(OC)ccc1OC | -8% | -14% | -1% | -1% | -1% | -2% | 5% | 21%
Fc1ccc(CSc2nc3ccccc3[nH]2)c2ccccc12 | 2% | -12% | -23% | 2% | -2% | -17% | 1% | /
Cc1cc(=S)nc(-c2ccccn2)[nH]1 | -4% | 17% | / | -20% | -1% | -26% | 4% | -7%
O=C(NCc1ccccc1)OCCN1CCN(Cc2ccccc2)CCC1=O | 2%[88.7 µM] | -9%[81.1 µM] | -9% | -4%[119 µM] | -9%&-1% | 7% | 0%&4% | 4%
COc1cc(OC)cc(C(=O)Nc2ccc(-c3nc4ccccc4o3)c(O)c2)c1 | 41%[activator] | -10% | ? | 8% | 3% | 1% | 9% | 8%
COc1cc(NC(=O)C2CCCN2S(=O)(=O)c2cccc3cccnc23)cc(OC)c1OC (stereo not drawn) | -16% | -3% | -23% | -6% | -2% | 8% | -5% | 6%
CC(C)(C)C(=O)Nc1ccc(-c2cnco2)cc1 | 4% | -6% | / | 0% | -1% | 2% | -6% | 3%

Single entries from the list:
RECQ1 inh with Fc1ccc(CSc2nc3ccccc3[nH]2)c2ccccc12 stands at -12%
RECQ1 inh with CC(C)(C)C(=O)Nc1ccc(-c2cnco2)cc1 stands at -6%

(list continues)
Structure | RGS12 GoLoco inh | RECQ1 inh | GAA inhib | aGlu spleen mod | TR SRC2 fluor cs | GAA glycogen | TRb-SRC2 inh | L3MBTL1 block
COC(=O)C1=C(C(=O)OC)[C@@H]2N(Cc3ccccc3)c3ccccc3[C@@]23C[C@@H](C(=O)OC)N(C(=O)NCc2ccccc2)C3=C1 | -3% | 4% | / | -3% | -2% | / | -4% | /
Cc1ccc(C(=O)NCCNS(C)(=O)=O)cc1 | -4% | -5% | -2% | -6% | -4% | 6% | 7% | /
Cc1cc(CCN2CCC(=O)NC2=O)ccc1OC(C)C | 7% | -5% | -1% | 8% | -3% | 7% | -1% | 5%
Cc1c(Br)c([N+](=O)[O-])nn1CC(=O)NCc1cccs1 | 5% | -7% | -4% | 2% | 2% | 6% | 7% | -1%
Cc1cccc(-c2nnc(SCC#N)n2Cc2ccccc2)c1 | 10% | -1% | 2%[15.4 µM] | -5% | 0% | 7% | -6% | 1%
CN(C)c1ccc(C(=O)Nc2nnc(-c3ccc(Cl)cc3)o2)cc1 | 8% | -8% | -8% | -2% | 1% | 3% | -16% | -6%
CC(=O)Nc1ncc(Cc2cccc(Cl)c2)s1 | 7% | -9% | 15% | 6% | -1%[53 µM] | -10% | 0%[53 µM] | -4%
COc1ccccc1C(=O)Nc1cccc(-c2cn3ccsc3n2)c1 | 8% | 0% | 1% | -2% | -3% | -1% | -10% | -15%
COc1ccccc1C(=O)Nc1ccc2oc(-c3ccc(F)cc3)nc2c1 | 15% | i | 5% | 2% | 4% | -5% | 3% | /
COc1ccccc1OCc1nnc(SCCN2CCOCC2)o1 | 3% | -6% | 1% | -10% | -1% | 1% | -21% | -6%
O=C(/C=C/c1ccccc1)Nc1nnc(-c2ccco2)o1 | 5% | i | 2% | 4% | 1% | 8% | 3% | 8%
O=C(CSc1nnc(COc2ccccc2Cl)o1)NC(=O)NC1CCCC1 | 7% | -7% | -6% | -1% | -3% | 0% | 1% | -3%
CCOC(=O)c1cnn(CCOC(=O)c2ccc(OC)cc2)c1NC(=O)c1ccc(OC)cc1 | 27% | -3% | -3% | -6% | -1% | -2% | 4% | -1%
O=C(Nc1cc(S(=O)(=O)N2CCCCC2)ccc1N1CCOCC1)c1cc(=O)[nH]c2ccccc12 | -8% | -9% | / | -14% | -1% | -10% | 2% | /
CN(Cc1ccccc1)C(=O)CSc1nnc(-c2ccco2)n1-c1ccccc1 | -8% | -12% | -19% | 7% | 0% | -3% | 1% | -5%
CC1CCC(C(C)C)C(=O)/C1=C/c1ccc(N)cc1 (stereo not drawn) | 10% | -10% | / | -10% | -8% | -2% | -1% | /
Cc1cccc2sc(NNC(=O)C3=COCCO3)nc12 | 12% | i | 4% | 0% | -2% | ? | 16% | -5%
O=C(CSc1ccc(-c2ccccn2)nn1)N1CCc2ccccc21 | 3% | i | 0% | 3% | 1% | -32% | -2% | /
N#Cc1cc2sc3nc4ccccc4n3c2cc1C#N | -2% | i | -1% | 2% | 0% | 7% | -2% | /
Nc1nonc1NC(=O)CSc1ncccc1C(=O)O | 5% | -12% | -4% | -2% | -5% | -4% | -4% | -1%
CC(C)[N+](C)(C)CC(O)CN(c1ccccc1)c1ccccc1 (stereo not drawn) | 2% | -4% | 7% | -5% | -1% | -11% | 2% | -1%
N/C(=N\OC(=O)/C=C/c1ccccc1)c1ccc(Cl)cc1 | -16% | -10% | 0% | -11% | -4% | 14% | -6% | 67%[activator]
CCOc1ccccc1CNC(=O)c1c([N+](=O)[O-])c(C)nn1C | -3% | -1% | 5% | -1% | -3% | 1% | 3% | 2%
COc1ccc(N2CCN(C(=S)Nc3ccc(C)cc3)CC2)cc1 | 7% | -3% | -5% | 4% | -2% | 4% | -5% | 0%

Going on with the list.
Sequence of screens – RGS12 GoLoco inh, RECQ1 inh, GAA inhib, aGlu spleen mod, TR SRC2 fluor cs, GAA glycogen, TRb-SRC2 inh, L3MBTL1 block
CC(C)Oc1cccc(C(=O)Nc2ccc(N3CCN(S(C)(=O)=O)CC3)cc2)c1
→ 2%, -10%, -2%, -3%, -3%, 1%, -18%, -1%
O=C(OC(C(=O)NCc1cccs1)c1ccc(F)cc1)c1ccco1 (stereo not drawn)
→ 7%, -11%, -17%, 1%, 0%, -14%, -4%, /
Cc1nnc(SCC(=O)Nc2ccc3c(c2)OCCO3)s1
→ 2%, i, -3%, -3%, 2%, 2%, 0%, 22%
O=C(Nc1ccccc1)Nc1ccc(Oc2cccnc2)nc1
→ 5%, -15%, 7%, 3%, -2%, -7%, 1%, -2%
CCOC(=O)/C(=C/c1cn(C)c2ccccc12)NC(=O)c1ccccc1
→ 7%, i, -4%, 0%, -6%, -2%, -4%, 11%
Cc1ccc2cc(CCNC(=O)c3ccco3)c(=O)[nH]c2c1
→ 2%, 0%, 1%, 1%, -1%, 4%, -2%, 16%[11.4 µM]
CC/C(=C\c1oc2cc3ccccc3cc2[n+]1CC)Nc1ccccc1
→ 165%[activator], -1%, -3%, /, -1%, -8%, -5%, 6%
Cc1cc(N2CCOCC2)nc2ccc(NC(=O)C3CCC(C)CC3)cc12 (stereo not drawn)
→ 7%, -2%, 10%, 4%, 0%, -24%, 0%, 2%
O=S(=O)(Nc1cccc(-c2cn3ccsc3n2)c1)c1ccc(F)cc1
→ 13%, -1%, -9%, -19%, -5%, -1%, 0%, /
COc1cc(C(C)=O)ccc1COc1ccc(C(=O)OC(C)C(=O)NC(N)=O)cc1OC (stereo not drawn)
→ 3%, i, 1%, -3%, 0%, -1%, -1%, 6%

Whole records as entered above. Order of values: RGS12 GoLoco inh	RECQ1 inh	GAA inhib	aGlu spleen mod	TR SRC2 fluor cs	GAA glycogen	TRb-SRC2 inh	L3MBTL1 block
O=S(=O)(Nc1cccc(-c2cn3ccsc3n2)c1)c1ccc(F)cc1 is listed with 13%	-1%	-9%	-19%	-5%	-1%	0%	/
COc1cc(C(C)=O)ccc1COc1ccc(C(=O)OC(C)C(=O)NC(N)=O)cc1OC (stereo not drawn) is listed with 3%	i	1%	-3%	0%	-1%	-1%	6%
Cc1nnc(SCC(=O)Nc2ccc3c(c2)OCCO3)s1 is listed with 2%	i	-3%	-3%	2%	2%	0%	22%
O=C(Nc1ccccc1)Nc1ccc(Oc2cccnc2)nc1 is listed with 5%	-15%	7%	3%	-2%	-7%	1%	-2%
Cc1ccc2cc(CCNC(=O)c3ccco3)c(=O)[nH]c2c1 is listed with 2%	0%	1%	1%	-1%	4%	-2%	16%[11.4 µM]
